Tn7 DDE FP: inhibitors of Tn7 peptide binding to fibrin DD(E), primary screen, biochemical, fluorescence polarization, human fibrin, Tn7 probe. Fibrinogen beta chain (Homo sapiens), P02675. FP displacement of FITC-Tn7 peptide from fibrin DD(E); 0% = median of compound wells per plate. inhibition, % at 8.3 µM. hit rate 0.13% among 370,000. AID 720508, 2013;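 active = inhibition above the mean of compounds falling within the control limits plus 3 SD of them, cut at about 14% in these data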;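 also: 0% = plate median of compound wells and 100% = 10 µM Aha-Tn7 peptide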
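assay system = human clot-derived fibrin DD(E) complex | quantity = Fibrin-DD(E) at 2 µM final | timing = 10 min preincubation, 3 h with tracer, room temperature | signal = fluorescence polarization | measure = percent inhibition | benchmarks = high control wells with 10 µM unlabelled Aha-Tn7 peptide (full inhibition) | replicates = singlicate testing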
UHRF1 MBD2 ctr: UHRF1 methylated DNA binding inhibitors, primary screen, counter-screen for MBD2 inhibitor project, biochemical, TR-FRET, human UHRF1, single concentration. E3 ubiquitin-protein ligase UHRF1 (Homo sapiens), Q96T88. UHRF1 binding to methylated oligo. inhibition, % at 4.4 µM. hit rate 0.75% among 370,000; in the data active = inhibition above about 21%;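 also: UHRF1 SRA domain binding a hemimethylated CpG hairpin DNA probe; 0% = median of test compound wells and 100% = reference inhibitor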
Target sequence (Q96T88 whole entry, looked up, the tested form may be a part): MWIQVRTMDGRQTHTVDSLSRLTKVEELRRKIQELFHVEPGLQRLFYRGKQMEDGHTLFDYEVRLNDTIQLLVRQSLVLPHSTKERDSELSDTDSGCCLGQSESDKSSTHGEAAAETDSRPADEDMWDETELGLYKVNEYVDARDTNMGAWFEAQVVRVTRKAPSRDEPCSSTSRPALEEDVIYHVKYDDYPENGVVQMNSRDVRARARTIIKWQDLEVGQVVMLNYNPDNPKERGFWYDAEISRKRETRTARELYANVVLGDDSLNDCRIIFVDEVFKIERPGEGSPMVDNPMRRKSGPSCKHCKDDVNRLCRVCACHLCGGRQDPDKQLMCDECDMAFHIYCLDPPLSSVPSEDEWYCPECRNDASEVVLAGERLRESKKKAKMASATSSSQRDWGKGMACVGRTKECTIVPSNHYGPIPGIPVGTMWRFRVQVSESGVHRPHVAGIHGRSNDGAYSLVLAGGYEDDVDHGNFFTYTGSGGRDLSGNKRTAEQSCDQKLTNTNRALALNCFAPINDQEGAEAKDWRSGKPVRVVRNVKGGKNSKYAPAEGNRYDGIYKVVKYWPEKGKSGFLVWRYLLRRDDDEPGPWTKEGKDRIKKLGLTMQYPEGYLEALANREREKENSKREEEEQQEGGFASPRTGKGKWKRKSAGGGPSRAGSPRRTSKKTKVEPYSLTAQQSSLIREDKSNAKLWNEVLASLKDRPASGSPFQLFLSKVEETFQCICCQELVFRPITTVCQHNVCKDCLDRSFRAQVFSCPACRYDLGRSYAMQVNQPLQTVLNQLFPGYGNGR
TCR CD3 inh: inhibitors of human TCR-CD3 interaction, primary screen, biochemical, fluorescence, TAMRA-labeled TCR probe | T-cell receptor (TCR) | inhibition, % at 9.4 µM | hit rate 0.37% among 360,000 | AID 651800, 2012; in the data active = inhibition above about 19%;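 also: recombinant mutant TCR 2C K166C tagged with TAMRA read by polarization; 0% = receptor in buffer alone and 100% = receptor with positive control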
ABHD4 inh: ABHD4 inhibitors, primary screen, biochemical, fluorescence polarization, mouse; hit rate 0.54% among 370,000; inhibition, % at 8.92 µM; (Lyso)-N-acylphosphatidylethanolamine lipase (Mus musculus), Q8VD66; purified mABHD4, FP-Rh probe fluorescence polarization;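 active = inhibition exceeding the mean over every tested compound plus 3 SD, cut at about 30% in these data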;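 also: 0% = plate median of compound wells and 100% = S159A mutant with DMSO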
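system = mouse ABHD4 enzyme, wild type | medium = HEPES pH 7.0, NaCl, Pluronic buffer | also added = FP-Rh probe | incubation = Enzyme–compound pre-incubation 45 min, then probe 60 min, both 25 °C | technique = fluorescence polarization, excitation 525 nm, emission 598 nm, BODIPY TMR filters | controls = S159A mutant high control, sample median low control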
SIAE inh: human SIAE inhibitors, primary screen, biochemical, fluorescence polarization, FP-Rh probe, 1536-well HTS. inhibition, % at 9.66 µM. SIAE FP-Rh probe binding. Sialate O-acetylesterase (Homo sapiens), Q9HAT2. hit rate 0.69% among 370,000;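 active = inhibition above a cutoff: mean of compounds within the control limits plus 3 SD of those, cut at about 17% in these data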;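 also: 0% = plate median of compound wells and 100% = probe without SIAE protein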
LEDGF integ inh: blockers of LEDGF/p75-dependent integrase strand transfer – biochemical, TR-FRET, high throughput, primary screen; HIV-1 integrase (with human LEDGF/p75); TR-FRET IN-LEDGF/p75 DNA integration, Eu/Cy5; inhibition, % at 3.7 µM; hit rate 0.64% among 370,000; AID 743269, 2014;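 active = inhibition above the screen-wide mean plus 3 SD, cut at about 13% in these data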;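 also: signal is the Cy5 over europium emission ratio at 671 and 618 nm; 0% = plate median of compound wells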
PG9 binder: binders of HIV-1 gp120 antibody PG9, primary screen, biochemical, TR-FRET; AID 624416, 2012; inhibition, % at 6.7 µM; hit rate 0.43% among 360,000; TR-FRET gp120-PG9 antibody binding; in the data active = inhibition above about 8.5%
HTRA1 inhibitor: HTRA1 serine protease inhibitors, primary screen, biochemical, fluorescence polarization, HTS. recombinant HTRA1, FP-rhodamine activity-based probe. inhibition, % at 5.96 µM. hit rate 0.5% among 340,000. AID 504803, 2011. Q92743; in the data active = inhibition above about 36%;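 also: 0% = enzyme with DMSO and 100% = wells lacking enzyme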
PRMT1 FP inh: PRMT1 methyltransferase inhibitors, primary screen, biochemical, fluorescence polarization; Protein arginine N-methyltransferase 1 (Homo sapiens), Q99873; recombinant PRMT1, activity-based probe fluorescence polarization; hit rate 1.3% among 370,000; inhibition, % at 2.79 µM;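 active = inhibition above about 21% made by adding two undisclosed values, limit read from the data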
TDP2 inh: human TDP2 enzyme inhibitors, primary screen, biochemical, epi absorbance, recombinant enzyme. Tyrosyl-DNA phosphodiesterase 2 (Homo sapiens), O95551. T5PNP hydrolysis, p-nitrophenol absorbance 415 nm. inhibition, % at 12.8 µM. hit rate 0.34% among 370,000. AID 720702, 2013;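 active = inhibition above the mean of all tested compounds plus 3 SD, set per campaign, cut at about 25% in these data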;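 also: 0% = DMSO with enzyme and 100% = buffer with substrate but no TDP2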
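test system = human TDP2 enzyme | input = TDP2 enzyme at 120 nM final | medium = 50 mM Tris-HCl pH 7.5 with Mg2+, KCl, DTT, BSA | also added = T5PNP substrate, 5 mM | times = 2 h at 37 °C | technique = epi absorbance | benchmarks = high control without enzyme, low control DMSO plus TDP2 | replication = each compound tested once, singlicate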
* hit, by the source's call; x = not tested or not shown.

Screens by letter – A = Tn7 DDE FP; B = UHRF1 MBD2 ctr; C = TCR CD3 inh; D = ABHD4 inh; E = SIAE inh; F = LEDGF integ inh; G = PG9 binder; H = HTRA1 inhibitor; I = PRMT1 FP inh; J = TDP2 inh
#1 Cc1ccc(CNC(=O)C2CCN(S(=O)(=O)c3cccs3)CC2)cc1
  A: 5 | B: 0 | C: -2 | D: 4 | E: 1 | F: 0 | G: -0.9 | H: -4 | I: 1 | J: 6
#2 COC(=O)[C@H](C(C)C)N1CCc2nnn(Cc3ccc(C)cc3)c2-c2cc(F)ccc2S1(=O)=O
  A: 3 | B: 0 | C: x | D: 5 | E: -4 | F: 1 | G: x | H: x | I: -1 | J: 4
#3 COc1cc2cccc(OC)c(=O)c2c(O)c1OC
  A: 9 | B: -6 | C: -12 | D: 3 | E: -1 | F: -8 | G: -12 | H: 11 | I: 2 | J: 5
#4 Cc1ccc(N2C(=O)CC(NNc3nc4ccccc4s3)C2=O)cc1C (stereo not given)
  A: -1 | B: 3 | C: 1 | D: -6 | E: 2 | F: -2 | G: -1.8 | H: -11 | I: 2 | J: -6
#5 Cc1ccc(-c2c[n+](Cc3ccc(Cl)cc3)c3n2CCC3)cc1
  A: 5 | B: 0 | C: 9 | D: -1 | E: -1 | F: -3 | G: 0.9 | H: -5 | I: 0 | J: -8
#6 Cc1ccc(S(=O)(=O)N(CC(=O)N2CCCCC2)c2cccc(C)c2)cc1
  A: -2 | B: -2 | C: 0 | D: 9 | E: 2 | F: 0 | G: -0.5 | H: -1 | I: 1 | J: -3
#7 Fc1cccc(F)c1-c1nc2c(s1)CCc1onc(-c3ccc(Br)cc3)c1-2
  A: 0 | B: -3 | C: 6 | D: 10 | E: 7 | F: 0 | G: 1.1 | H: 20 | I: 0 | J: -5
#8 COc1cc(OC)cc(-c2nnc(Nc3nc4c(F)cccc4s3)o2)c1
  A: -5 | B: 2 | C: -2 | D: 9 | E: -10 | F: 4 | G: 0.6 | H: 3 | I: 3 | J: 5
#9 Cc1cc(C)nc(SCCCNCc2ccc(Br)cc2)n1
  A: -3 | B: 1 | C: 12 | D: 1 | E: -4 | F: 5 | G: -2.8 | H: 6 | I: 2 | J: -3
#10 CCCOc1cccc(NC(=O)c2cc(C)oc2C)c1
  A: 1 | B: 4 | C: -9 | D: 1 | E: -3 | F: 0 | G: -2.1 | H: -16 | I: 0 | J: -15

Further records follow.
Screens by letter – A = Tn7 DDE FP; B = UHRF1 MBD2 ctr; C = TCR CD3 inh; D = ABHD4 inh; E = SIAE inh; F = LEDGF integ inh; G = PG9 binder; H = HTRA1 inhibitor; I = PRMT1 FP inh; J = TDP2 inh
#11 O=C(c1ccc(Cn2cc(Cl)cn2)cc1)N1CCN(c2ccccc2)CC1
  A: 2 | B: 1 | C: 6 | D: -5 | E: 8 | F: -1 | G: -1.2 | H: -6 | I: -1 | J: 3
#12 Oc1ccc2ccccc2c1CNc1ccc(Br)cc1
  A: 1 | B: 2 | C: -5 | D: 2 | E: -3 | F: -1 | G: 1.9 | H: x | I: 20 | J: -11
#13 CS(=O)(=O)N(CC(=O)N1CCc2ccccc2C1)Cc1ccc(F)cc1
  A: -3 | B: 1 | C: -1 | D: -2 | E: -3 | F: -4 | G: -1.7 | H: 5 | I: -1 | J: 7
#14 Cc1ccc(Nc2nnc(SCC(=O)Nc3cccc(S(=O)(=O)NC4=NCCCCC4)c3)s2)cc1
  A: 0 | B: 1 | C: 2 | D: 6 | E: 3 | F: -2 | G: -0.8 | H: -4 | I: -2 | J: 8
#15 Cc1ccc(CNC(=O)CCNC(=O)c2ccco2)cc1
  A: -7 | B: 0 | C: 2 | D: 6 | E: 2 | F: 3 | G: -0.2 | H: -2 | I: -3 | J: 5
#16 CCn1c2ccccc2c2cc(/C=N/n3cn[nH]c3=S)ccc21
  A: -8 | B: -3 | C: -10 | D: -3 | E: 5 | F: 0 | G: 1.6 | H: -18 | I: 7 | J: 1
#17 COc1ccc(/C=N/NC(=O)CSc2ccccn2)cc1OC
  A: -2 | B: -1 | C: 4 | D: 2 | E: 0 | F: -2 | G: -3.0 | H: -5 | I: -6 | J: -9
#18 COc1ccc(/C(C)=N/NC(=O)c2ccc(N(C)C)cc2)cc1
  A: -6 | B: -4 | C: 7 | D: 5 | E: 0 | F: -2 | G: -0.3 | H: 0 | I: -1 | J: -9
#19 Cc1ccc(NC(=O)C(c2ccc(Cl)cc2)N2CCOCC2)cc1 (stereo not given)
  A: -3 | B: -1 | C: 0 | D: 0 | E: 10 | F: -2 | G: -4.2 | H: -7 | I: -1 | J: 9
#20 CCOC(=O)c1c(-c2ccco2)csc1NC(=O)CSc1nnc(N)s1
  A: -10 | B: -1 | C: 3 | D: -14 | E: 3 | F: 2 | G: 0.7 | H: -29 | I: 6 | J: 1

7 compounds out of the list, arranged by number of heavy atoms, falling.
Screens by letter – A = Tn7 DDE FP; B = UHRF1 MBD2 ctr; C = TCR CD3 inh; D = ABHD4 inh; E = SIAE inh; F = LEDGF integ inh; G = PG9 binder; H = HTRA1 inhibitor; I = PRMT1 FP inh; J = TDP2 inh
#14 Cc1ccc(Nc2nnc(SCC(=O)Nc3cccc(S(=O)(=O)NC4=NCCCCC4)c3)s2)cc1
  A: 0 | B: 1 | C: 2 | D: 6 | E: 3 | F: -2 | G: -0.8 | H: -4 | I: -2 | J: 8
#11 O=C(c1ccc(Cn2cc(Cl)cn2)cc1)N1CCN(c2ccccc2)CC1
  A: 2 | B: 1 | C: 6 | D: -5 | E: 8 | F: -1 | G: -1.2 | H: -6 | I: -1 | J: 3
#13 CS(=O)(=O)N(CC(=O)N1CCc2ccccc2C1)Cc1ccc(F)cc1
  A: -3 | B: 1 | C: -1 | D: -2 | E: -3 | F: -4 | G: -1.7 | H: 5 | I: -1 | J: 7
#19 Cc1ccc(NC(=O)C(c2ccc(Cl)cc2)N2CCOCC2)cc1 (stereo not given)
  A: -3 | B: -1 | C: 0 | D: 0 | E: 10 | F: -2 | G: -4.2 | H: -7 | I: -1 | J: 9
#18 COc1ccc(/C(C)=N/NC(=O)c2ccc(N(C)C)cc2)cc1
  A: -6 | B: -4 | C: 7 | D: 5 | E: 0 | F: -2 | G: -0.3 | H: 0 | I: -1 | J: -9
#15 Cc1ccc(CNC(=O)CCNC(=O)c2ccco2)cc1
  A: -7 | B: 0 | C: 2 | D: 6 | E: 2 | F: 3 | G: -0.2 | H: -2 | I: -3 | J: 5
#12 Oc1ccc2ccccc2c1CNc1ccc(Br)cc1
  A: 1 | B: 2 | C: -5 | D: 2 | E: -3 | F: -1 | G: 1.9 | H: x | I: 20 | J: -11

More compounds follow:
Screens by letter – A = Tn7 DDE FP; B = UHRF1 MBD2 ctr; C = TCR CD3 inh; D = ABHD4 inh; E = SIAE inh; F = LEDGF integ inh; G = PG9 binder; H = HTRA1 inhibitor; I = PRMT1 FP inh; J = TDP2 inh
#21 COc1ccc(CCNS(=O)(=O)c2cc3c4c(c2)CC(=O)N4CCC3)cc1
  A: -5 | B: 26* | C: -1 | D: 3 | E: -11 | F: 1 | G: -1.5 | H: -7 | I: -1 | J: 3
#22 CCOc1ccccc1N1CCN(C(=S)NCc2ccco2)CC1
  A: -6 | B: 1 | C: -1 | D: -3 | E: -2 | F: 1 | G: -0.8 | H: 4 | I: 5 | J: -3
#23 CCSc1nnc(N(CCC(=O)O)CCC(=O)O)s1
  A: 2 | B: -1 | C: 3 | D: -5 | E: -5 | F: 0 | G: 0.0 | H: 0 | I: -3 | J: 0
#24 O=C(O)CSC1CC(=O)N(c2ccc(Cl)c(Cl)c2)C1=O (stereo not given)
  A: -4 | B: -2 | C: 6 | D: -1 | E: -8 | F: 5 | G: -1.5 | H: -7 | I: 48* | J: -5
#25 O=c1c2ccccc2sn1-c1ccc(Cl)cc1Cl
  A: 0 | B: 0 | C: -2 | D: 3 | E: 2 | F: -4 | G: -0.8 | H: 0 | I: 74* | J: 1

Some entries already given with just UHRF1 MBD2 ctr and LEDGF integ inh.
| item | structure | UHRF1 MBD2 ctr | LEDGF integ inh |
| --- | --- | --- | --- |
| 24 | O=C(O)CSC1CC(=O)N(c2ccc(Cl)c(Cl)c2)C1=O (stereo not given) | -2 | 5 |
| 25 | O=c1c2ccccc2sn1-c1ccc(Cl)cc1Cl | 0 | -4 |

Compound activity from PubChem BioAssay.
